Hsp70 inhibitors = small molecules displacing fluorescent ligand from Hsp70 – biochemical, fluorescence polarization, primary screen (AID 583); Hsp70 fluorescence polarization probe displacement, mP; higher % means a stronger effect; one-dose displacement, % at 20 µM; IC50 in µM for titrated hits; 140,000 tested, 0.06% active; in the data active means displacement above about 50%;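 further: plate controls were vehicle for no effect and reference ligand for full effect; a part of the inactive calls stands beside numbers as strong as those of hits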
MKP-3 inhibition = inhibition of rat DUSP6 enzyme activity – biochemical, in vitro, primary screen (AID 425) | one-dose inhibition, % at 20 µM; IC50 in µM for titrated hits | 110,000 tested, 0.17% active | recombinant MKP-3 phosphatase activity, fluorescence; higher % means a stronger effect; in the data active means inhibition above about 50%;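 further: plate controls were vehicle for no effect and reference inhibitor for full effect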
An asterisk follows results filed as active; x = not tested or not shown; & = joins results of further samples.

| Hsp70 inhibitors | MKP-3 inhibition | mol |
| --- | --- | --- |
| 1.4% | -5% | O=C(O)CC(C(=O)OCCOc1ccccc1)N1CCOCC1 (configuration not stated) |
| -0.2% | -1% | CCOc1ccccc1C(=O)NCc1ccc2c(c1)OCO2 |
| 2.0% | 0% | COc1ccc(NC(C)=O)cc1NC(=O)CSc1nnc(-c2ccccn2)n1C |
| -0.3% | -13% | COc1cccc(N2CCN(C(=O)NC3CCCCC3)CC2)c1 |
| -0.1% | 0% | COc1ccc(N2C(=O)CC(NC3CCCC3)C2=O)cc1 (configuration not stated) |
| -2.7% | -3% | CCCCCOc1ccc(C(=O)NCC(=O)NCC(=O)OCC)cc1 |
| -3.0% | 5% | COc1ccc(N2C(=O)C3C4C=CC(C4)C3C2=O)c(OC)c1 (configuration not stated) |
| 1.8% | x | Cn1c(=O)c2c(nc(SCC(=O)NCc3ccc4c(c3)OCO4)n2Cc2ccc(Cl)cc2)n(C)c1=O |
| -6.2% | 1% | CC1(C)OC(=O)C(=CNc2ccccc2)C(=O)O1 |
| -1.3% | -15% | O=C1COc2ccc(C(=O)NCc3ccc4c(c3)OCO4)cc2N1 |
| 2.3% | -3% | O=C1OC(c2ccc(F)cc2)=N/C1=C\c1ccc(Cl)cc1 |
| 1.1% | -1% | O=C(Nc1ccccc1)c1ccc(-c2ccccc2)cc1 |
| -4.7% | x | O=C(OCC(=O)N(C1CCCCC1)C1CCCCC1)c1ccco1 |
| 5.4% | x | COc1cc(NC(=O)c2cccs2)c(C(=O)OCC(=O)NCc2ccccc2)cc1OC |
| -1.8% | -7% | CC(=O)/C=C(\C)Nc1ccc(-c2cnc(-c3ccccc3)o2)cc1 |
| 2.3% | x | N#Cc1cn(CCOc2ccc(F)cc2)c2ccccc12 |
| -1.8% | x | CCOc1ccccc1N1CCN(C2=C(NS(=O)(=O)c3cccs3)C(=O)c3ccccc3C2=O)CC1 |
| 14% | 96%* | O=C1C(Cl)=CC(=NS(=O)(=O)c2ccc(Cl)cc2)c2ccccc21 |
| 4.0% | -4% | CCn1c(CNC(C)=O)nnc1SCC(=O)c1ccc(Br)cc1 |
| 0.6% | -1% | COc1cc(C2Nc3ccccc3NC3=C2C(=O)CC(c2ccccc2)C3)cc(OC)c1O (configuration not stated) |
| -5.5% | 1% | CCCCOC(=O)CCN1C(=O)/C(=C\c2cccs2)SC1=S |
| -3.9% | 2% | Cc1onc(-c2c(F)cccc2Cl)c1C(=O)NCc1cccnc1 |
| -3.5% | -5% | CCCC(c1nnnn1Cc1ccco1)N1CCC(C(N)=O)CC1 (configuration not stated) |
| -2.3% | x | Cc1cccc(/C=c2\s/c(=C\C(=O)C(C)(C)C)[nH]c2=O)c1 |
| 3.5% | -2% | CC1=C(C(=O)Nc2ccccc2)C(c2ccccn2)n2nc(CCCO)nc2N1 (configuration not stated) |
| 3.0% | 3% | CC/C(O)=C1/C(=O)CC(C)(C)CC1=Nc1ccncc1 |
| -2.1% | 3% | Cc1c(C)c2ccc(OCC(=O)C(C)(C)C)c(C)c2oc1=O |
| 2.0% | -1% | COC(=O)C1=C(C)N(c2cccc(OC)c2)C(=O)/C1=C\c1ccc(O)cc1 |
| 2.2% | -4% | CCOc1ccccc1N(CC(=O)NCc1ccc(OC)cc1)S(C)(=O)=O |
| -0.5% | 3% | O=C(O)CCCN1C(=O)C(=O)/C(=C(/O)c2ccccc2)C1c1ccc(Br)cc1 (configuration not stated) |
| 2.9% | 0% | Cc1c(C(=O)O)sc2nc3n(c(=O)c12)CCC(C)CC3 (configuration not stated) |
| -2.2% | 5% | Cc1ccc(-c2csc(NC(=O)c3ccccc3F)c2C(=O)O)cc1 |
| -4.7% | -3% | Cc1cc(/C=N/n2cnnc2)c(C)n1-c1ccc(Cl)cc1Cl |
| -0.9% | 1% | CC(=O)N(C1=C(N2CCOCC2)C(=O)c2ccccc2C1=O)C(C)C |
| 1.9% | -8% | O=C(COc1ccc(S(=O)(=O)NC2CCCCC2)cc1Cl)NCC1CCCO1 (configuration not stated) |
| 1.4% | 0% | O=CNC(Cc1ccc(O)c([N+](=O)[O-])c1)C(=O)O (configuration not stated) |
| 1.8% | 0% | CCOc1ccc(-c2cc(C(=O)Nc3ccncc3)c3ccccc3n2)cc1 |
| -0.8% | 1% | COc1ccccc1C(=O)N/N=C/c1ccc(N2Cc3ccccc3C2)cc1 |
| -7.5% | x | Cc1nc(-c2cccc(NS(=O)(=O)c3ccc4ccccc4c3)c2)cs1 |
| 2.7% | -9% | COc1ccc(/C(O)=C2/C(=O)C(=O)N(c3nc(C)c(C)s3)C2c2ccco2)cc1 (configuration not stated) |
| -0.4% | 4% | O=c1ccnc(S/C=C/c2ccccc2)[nH]1 |
| -2.3% | x | CCOC(=O)CNC(=O)c1cccnc1 |
| -3.8% | -14% | C/C(=N\O)C(=O)OC1CC(C)CCC1C(C)C (configuration not stated) |
| 1.4% | -7% | O=C(CSCC(=O)N1CCCCC1)Nc1nc(-c2ccc(Cl)s2)cs1 |
| 0.4% | -6% | CN1C(=O)CSc2ccc(NC(=O)N3CCC(N4CCCCC4)CC3)cc21 |
| -1.4% | 0% | CCN(CC)c1ccc(NC(=O)c2ccccc2C(F)(F)F)cc1 |
| 0.7% | -2% | O=C(NCCN1CCN(C(=O)Nc2cccc(Cl)c2)CC1)Nc1cccc(Cl)c1 |
| -4.1% | -8% | COc1ccc(Oc2nc(C)nc3c2oc2ccccc23)cc1 |
| -0.7% | 3% | COc1ccc(C(=O)N/C(=C\c2ccc(-c3cccc([N+](=O)[O-])c3)o2)C(=O)NCCCN2CCOCC2)cc1 |
| 4.2% | 1% | CCc1nc(SCC(=O)NCc2ccco2)c2c3c(sc2n1)CCCC3 |
| 3.9% | 0% | COc1cccc2cc(-c3nc(-c4ccc(Cl)c(Cl)c4)cs3)c(=O)oc12 |
| -1.4% | 3% | O=C(Nc1nc(-c2ccc([N+](=O)[O-])cc2)cs1)c1ccccc1F |
| 16% | x | Oc1ccc(N2CCN(C(c3ccccn3)c3nnnn3C3CCCC3)CC2)cc1 (configuration not stated) |
| -1.3% | -15% | CCCOC(=O)c1ccc(Oc2c(-c3ccc(O)cc3O)n[nH]c2C)cc1 |
| 1.7% | x | O=C(NC(Cc1ccccc1)C(=O)O)c1ccc(S(=O)(=O)N2CCCCC2)cc1 (configuration not stated) |
| -0.5% | 4% | Cc1nc(N2CCC(C(N)=O)CC2)c2nnn(Cc3ccccc3)c2n1 |
| 7.7% | 0% | O=C1N=c2ccc(Cl)cc2=C1c1sc(=O)[nH]c1O |
| 1.3% | 0% | COc1cc(OC)cc(C(=O)Nc2cc3oc4ccccc4c3cc2OC)c1 |
| 0.5% | 4% | O=C(NC1CC1)c1ccc(S(=O)(=O)NC2CCCCCC2)cc1 |
| -0.4% | 1% | CCN(CC)C(=O)c1sc(NC(=O)c2ccc([N+](=O)[O-])cc2)c(C(=O)OC(C)C)c1C |

Carrying on:
| Hsp70 inhibitors | MKP-3 inhibition | mol |
| --- | --- | --- |
| 2.5% | -1% | O=C(c1ccc2c(c1)OCO2)N1CCC(Cc2ccccc2)CC1 |
| 1.9% | -13% | Cc1cccc(OCc2nnc(SCC(=O)OC3CCCCC3)o2)c1 |
| -3.0% | 5% | CC(=O)N(C1=C(N2CCCCC2)C(=O)c2ccccc2C1=O)c1ccc(C)cc1 |
| 4.4% | 0% | O=C1NC(c2ccc(Cl)cc2Cl)Nc2c1sc(=S)n2-c1ccccc1 (configuration not stated) |
| 8.7% | -19% | CN1CCN(S(=O)(=O)c2cccc(S(=O)(=O)c3ccc(Cl)cc3)c2)CC1 |
| 4.3% | -4% | CC(C)Cc1nc(N2CCN(C(=O)c3ccco3)CC2)c(C#N)c2c1CCC2 |
| 6.7% | -6% | c1cncc(-c2nn[nH]n2)c1 |
| 2.0% | -8% | Cc1cc(C(=O)CSc2nc3ccccc3[nH]2)c(C)n1C |
| 5.8%&0.8% | 7%&0% | CC(C)NC(=O)CN(Cc1ccccc1)S(=O)(=O)c1ccccc1 |
| -6.6% | 2% | CCC(=NCCCn1ccnc1)c1c(C(F)(F)F)[nH]n(-c2nc3ccccc3s2)c1=O |
| 1.6% | -9% | CC(C)(C)c1ccc(OCC(O)CS(=O)(=O)c2ccccn2)cc1 (configuration not stated) |
| 3.3% | -4% | CC1(C)CC(=O)C(/C=N/C(N)=O)=C(O)C1 |
| 6.2%&3.3% | 0%&-3% | O=C1C=C(NCc2ccco2)C2(CCCCC2)O1 |
| -1.9% | 1% | COc1cccc(/C=C2\SC(=S)N(NC(=O)c3ccncc3)C2=O)c1 |
| 0.3%&1.2% | -10%&-1% | COc1ccccc1OCCCCNC(C)(C)C |
| -4.7% | x | COc1cc2c(cc1NS(=O)(=O)N1CCCC1)oc1ccccc12 |
| 1.4% | 2% | O=C(CCc1nc2ccccc2[nH]1)N1CCc2ccccc2C1 |
| -3.6% | -9% | Cc1cc(C)c2cc(CN(CCN3CCCC3)C(=O)Nc3ccc(F)cc3)c(=O)[nH]c2c1 |
| -5.3% | 1% | Cc1c(C(=O)OC(C)C)sc(NC(=O)c2ccc([N+](=O)[O-])cc2Cl)c1C(=O)OC(C)C |
| x | -4% | CCOc1cc(C)c(S(=O)(=O)NC2CCCCC2)cc1C |
| 7.1% | x | Nc1nc(Sc2ccc(C(F)(F)F)cc2[N+](=O)[O-])n[nH]1 |
| 4.7% | 1% | Cc1n[nH]c(=S)n(/N=C/c2ccco2)c1=O |
| 1.5% | 1% | CC(C)CC(NC(N)=O)c1ccccc1 (configuration not stated) |
| -0.4% | 3% | Cc1noc(NS(=O)(=O)c2ccc(NC(=O)CCCOc3ccccc3)cc2)c1C |
| -2.6% | -6% | COc1ccc(NS(=O)(=O)Cc2ccccc2Cl)cn1 |
| 0.5% | x | COC(=O)[C@H](CCSC)NC(=O)Nc1ccc(OC)cc1OC |
| -3.8% | 3% | O=C(O)CCn1cnc2ccccc2c1=O |
| 3.7% | -9% | Cc1ccc(-c2csc3nnc(SCC(=O)N4CCN(Cc5ccccc5)CC4)n23)cc1 |
| -1.2% | 1% | O=C(c1ccc([N+](=O)[O-])cc1)N1CCN(Cc2ccccn2)CC1 |
| 2.7% | 12% | O=C(Nc1ccc(N2CCN(Cc3ccccc3)CC2)cc1)c1ncn[nH]1 |

MKP-3 inhibition: entries above that show a hit
| Hsp70 inhibitors | MKP-3 inhibition | mol |
| --- | --- | --- |
| 14% | 96%* | O=C1C(Cl)=CC(=NS(=O)(=O)c2ccc(Cl)cc2)c2ccccc21 |

Returning to the listing, starting 4 compounds before the break.
| Hsp70 inhibitors | MKP-3 inhibition | mol |
| --- | --- | --- |
| -3.8% | 3% | O=C(O)CCn1cnc2ccccc2c1=O |
| 3.7% | -9% | Cc1ccc(-c2csc3nnc(SCC(=O)N4CCN(Cc5ccccc5)CC4)n23)cc1 |
| -1.2% | 1% | O=C(c1ccc([N+](=O)[O-])cc1)N1CCN(Cc2ccccn2)CC1 |
| 2.7% | 12% | O=C(Nc1ccc(N2CCN(Cc3ccccc3)CC2)cc1)c1ncn[nH]1 |
| 2.7% | -8% | CS(=O)(=O)N(CC(=O)NCCC1=CCCCC1)C1CCCCC1 |
| -1.9% | 1% | Cc1cc(C(=O)OCC(=O)c2ccc(Br)s2)no1 |
| 0.6% | 1% | O=c1c2cc(N3CCOCC3)ccc2[nH]c(=S)n1CCCN1CCCCCC1 |
| -0.6% | 7% | Cc1ccccc1CN1C(=O)CSc2ccc(C(=O)N3CCOCC3)cc21 |
| 8.1% | -1% | CN(C)c1ccc(/C=C(\C#N)c2nc(-c3ccc4c(c3)OCO4)cs2)cc1 |
| -8.7% | -13% | O=C(OCCN1C(=O)c2ccccc2C1=O)c1cccs1 |
| 8.5% | 4% | COc1ccc(CNCCC(c2ccc(OC)cc2)C2CCOC(C)(C)C2)cc1 (configuration not stated) |
| 6.4% | x | Cc1ncc(CC(=O)n2cc(C(=O)c3cc(F)ccc3O)cn2)s1 |
| -2.3% | -7% | CCC(=O)N1CCCc2cc(S(=O)(=O)NCc3cccs3)ccc21 |
| 7.9% | -10% | CN(C)CCNC(=O)C(C(=O)c1ccccc1)n1ccccc1=O (configuration not stated) |
| -8.9% | 22% | COc1ccc(Cc2nnc(NC(=O)Cc3cccs3)s2)cc1 |
| 2.0% | 2% | Cc1ccc(C2N(c3ccccc3)C(=O)N3CCCN23)cc1 (configuration not stated) |
| -0.3% | -2% | Cc1cc(C)nc(N2CCCC(C(=O)Nc3cc(F)ccc3C)C2)n1 (configuration not stated) |
| -2.9% | 6% | C=CCOc1c(Cl)cc(/C=N/O)cc1OC |
| 5.7% | 12% | O=C(NCc1ccc(Cl)cc1)c1cc(-c2cccs2)on1 |
| -2.3% | 5% | C=CCN1C(=O)NC(=O)/C(=C/c2ccc(OCc3ccccc3F)cc2)C1=O |
| 4.0% | 2% | Cc1c(S(=O)(=O)N2CCN(c3cccc(C(F)(F)F)c3)CC2)c(=O)n(C)c(=O)n1C |
| -1.0% | -2% | COC(=O)c1ccccc1NS(=O)(=O)c1cccs1 |
| 5.4% | 6% | Cc1cccc2sc(NC(=O)/C=C\C(=O)O)nc12 |
| -0.5%&0.5% | -7%&6% | C/C(=C1/SC(N2CCOCC2)=NC1=O)c1ccc(Br)cc1 |
| -0.7% | -2% | O=C(CCN1CCCCC1)NCNC(=O)CCN1CCCCC1 |
| -1.6% | x | COc1ccc2[nH]c(=O)c(CNc3ccc(C)c(C)c3)cc2c1 |
| -1.1% | -1% | C/C(=N\NC(=O)c1cccc(Cl)c1)c1ccccc1O |
| 2.0% | -11% | O=C(COC(=O)C1CC1)c1c[nH]c2ccccc12 |

Complete entries from above:
Cc1c(S(=O)(=O)N2CCN(c3cccc(C(F)(F)F)c3)CC2)c(=O)n(C)c(=O)n1C is entered as Hsp70 inhibitors = 4.0%; MKP-3 inhibition = 2%
C/C(=C1/SC(N2CCOCC2)=NC1=O)c1ccc(Br)cc1 is entered as Hsp70 inhibitors = -0.5%&0.5%; MKP-3 inhibition = -7%&6%
CN(C)CCNC(=O)C(C(=O)c1ccccc1)n1ccccc1=O (configuration not stated) is entered as Hsp70 inhibitors = 7.9%; MKP-3 inhibition = -10%

High-throughput results deposited in PubChem BioAssay by Sanford-Burnham Center for Chemical Genomics.

A portion of the library, so the mix of outcomes need not match the whole.
